Assay outcomes (PubChem BioAssay)
ELG1 genotoxic: inducers of genotoxicity in HEK293T ELG1-luciferase cells; HEK293T ELG1-luciferase reporter, luminescence, 16 h; Potency, µM (doses to about 46 µM), inactives show top-dose activity change, positive = activation, hits mostly activators; 1.3% of 330,000 active; further: % of control where 0% means no effect; nearly all actives have a fitted effect of over 60% in size
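16 hr compound incubation (37 °C, 5% CO2) of HEK293T cells carrying luciferase-tagged ELG1; luciferase then measured by ONE-Glo luminescence after 30 min at RT.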
MBNL1 CUG block: inhibitors of human MBNL1 binding to CUG repeat RNA; Potency, µM (series often up to 57.5 µM), without a hit: at the highest dose activity change, negative = inhibition, actives largely listed as inhibitors; AID 2675; TR-FRET MBNL1-His/biotin-(CUG)12 binding, 665/545 ratio; Q9NR56; 0.036% of 280,000 active; active means well fitted inhibition curve with a large enough effect in the signal ratio, with a control signal flat, not every such curve was filed as active; inconclusive means small, poorly fitted or top-dose-only effect, or effect the other way, or a change in a side signal; inactive means no such curve, though single readings can be large or run the other way; the % refers to the signal ratio; further: on the % scale 0 is the no-effect control and ±100 the full control effect
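Ratiometric TR-FRET (665 over 545 nm, excitation 340 nm) tracks disruption of MBNL1-His/biotin-(CUG)12 complex after 60 min at room temperature, with compounds at 92 nM to 58 uM final.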
FLuc counter: counter-screen for miR-21 project: firefly luciferase inhibitors or activators | purified FLuc, Km substrates, luminescence inhibition | 6.9% of 360,000 active | AID 588342 | P08659 | Potency, µM (doses to about 57.5 µM), for the others: top-dose activity change, negative = inhibition, most hits filed as inhibitors;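 further: plate controls were vehicle for no effect and reference inhibitor for full effect; nearly all actives have a fitted effect of over 55% in size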
Target sequence (P08659 whole entry, looked up): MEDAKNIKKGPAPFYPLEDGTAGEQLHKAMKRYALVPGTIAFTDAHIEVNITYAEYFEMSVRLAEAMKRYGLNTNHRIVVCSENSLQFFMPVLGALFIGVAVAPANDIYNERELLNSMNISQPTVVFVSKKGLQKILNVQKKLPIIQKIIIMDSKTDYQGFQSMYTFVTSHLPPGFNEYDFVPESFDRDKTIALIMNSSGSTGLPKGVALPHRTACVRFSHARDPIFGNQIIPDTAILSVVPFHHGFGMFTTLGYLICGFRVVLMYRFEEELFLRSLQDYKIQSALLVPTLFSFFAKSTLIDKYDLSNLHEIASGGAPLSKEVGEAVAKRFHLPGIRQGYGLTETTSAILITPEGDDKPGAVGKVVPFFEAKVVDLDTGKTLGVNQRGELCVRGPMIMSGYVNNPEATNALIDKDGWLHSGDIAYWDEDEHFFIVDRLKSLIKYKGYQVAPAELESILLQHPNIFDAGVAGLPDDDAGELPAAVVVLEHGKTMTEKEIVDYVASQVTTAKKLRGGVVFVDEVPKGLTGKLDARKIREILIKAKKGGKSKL
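Biochemical qHTS of compounds, final roughly 60 µM downward over six points, against 10 nM purified firefly luciferase using Km concentrations of substrates (10 uM D-luciferin, 10 uM ATP) in Tris acetate pH 7.5 buffer; luminescence output.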
uPA surface inh: inhibitors of cell surface uPA generation. cell surface uPA generation assay, qHTS. 0.31% of 330,000 active. Potency, µM (series often up to 38.3 µM), without a hit: top-dose activity change, negative = inhibition, actives largely listed as inhibitors; active means well fitted inhibition curve with a large enough effect; inconclusive means small, poorly fitted or top-dose-only effect; inactive means no such curve, though single readings can be large or run the other way; tested in mouse RAW 264.7 cells; further: on the % scale 0 is the no-effect control and ±100 the full control effect; nearly all actives have a fitted effect of over 55% in size
VP16 counter: Gal4-VP16 reporter inhibition counter-screen. Potency, µM (series often up to 53.6 µM), without a hit: top-dose activity, negative = inhibition, hits mostly inhibitors. 3.5% of 310,000 active. Drosophila S2 Gal4-VP16 UAS-luciferase, luminescence, 20 h;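 further: Gal4-VP16 expression switched on by copper sulfate through the metallothionein promoter; on the % scale 0 is the no-effect control and ±100 the full control effect; nearly all actives have a fitted effect of over 50% in size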
NPC1 prom act: activators of NPC1 promoter | Huh7 NPC1 promoter luciferase reporter, 24 h | Potency, µM (titrated, usually from 9.22 µM), for inactives: top-dose activation, hits mostly activators | 2.4% of 320,000 active | AID 485313;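 further: % of control where 0% means no effect; nearly all actives have a fitted effect of over 60% in size; reporter is driven by a mutant NPC1 promoter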
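Luminescence read-out of NPC1 promoter-driven luciferase in stably transfected Huh7 cells; compounds delivered in DMSO and left 24 h at 37C, 5% CO2, qHTS titration format.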
RORgamma inh: blocks mouse ROR gamma transcriptional activity; P51450; Drosophila S2 Gal4-RORgamma UAS-luciferase reporter, 20 h; Potency, µM (series often up to 53.6 µM), for the others: at the highest dose activity change, negative = inhibition, hits mostly inhibitors; 5.4% of 310,000 active; AID 2551; further: on the % scale 0 is the no-effect control and ±100 the full control effect; nearly all actives have a fitted effect of over 60% in size
Target sequence (P51450 whole entry, looked up, the tested form may be a part): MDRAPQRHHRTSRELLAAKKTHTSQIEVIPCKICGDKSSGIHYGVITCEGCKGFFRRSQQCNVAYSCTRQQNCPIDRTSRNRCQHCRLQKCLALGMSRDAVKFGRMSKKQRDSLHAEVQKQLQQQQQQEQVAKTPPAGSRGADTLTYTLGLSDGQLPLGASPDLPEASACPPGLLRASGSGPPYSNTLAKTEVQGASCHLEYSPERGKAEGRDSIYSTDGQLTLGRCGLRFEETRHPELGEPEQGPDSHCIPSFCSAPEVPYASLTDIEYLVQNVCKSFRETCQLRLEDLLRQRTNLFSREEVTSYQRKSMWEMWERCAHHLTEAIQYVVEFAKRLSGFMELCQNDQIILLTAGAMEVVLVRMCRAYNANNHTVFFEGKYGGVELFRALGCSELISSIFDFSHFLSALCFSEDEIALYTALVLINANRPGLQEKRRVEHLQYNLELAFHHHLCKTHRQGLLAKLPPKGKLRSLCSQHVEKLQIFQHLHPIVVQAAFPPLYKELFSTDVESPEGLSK
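Stable Schneider cell line, Gal4 DNA-binding domain fused to ROR gamma, UAS-luciferase. Cmpd 1 hr RT → CuSO4 700 uM final → 20 hr RT → luciferase reagent 10 min → luminescence.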
p53 reactivator: mutant p53 re-activation in reporter cells | H1299 p53-A138V BP100-luciferase reporter, luminescence, 24 h | Potency, µM (doses to about 92.2 µM), inactives show at the highest dose activity change, positive = activation, most hits filed as activators | 0.063% of 320,000 active | AID 504706; further: % of control where 0% means no effect; nearly all actives have a fitted effect of over 45% in size
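H1299 (p53-null), stable ts p53-A138V + BP100-Luc; 1000 cells/well, Opti-MEM/10% FBS; cpd 4 pt, 1:5; 24 h, 37 deg C, 5% CO2; detection reagent 10 min RT; luminescence.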
BRCA1 expr act: activators of BRCA1 expression; MCF7-BRCA1-FFLuc reporter, luminescence, 48 h; response scale: scaled: vehicle 0%, 10 µM genistein 100%; Potency, µM (series often up to 46.1 µM), without a hit: at the highest dose activation, usual class: activators; 1.1% of 380,000 active; AID 624202; further: nearly all actives have a fitted effect of over 80% in size; some results filed as inactive show a strong effect at the top dose
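Luminescence from a BRCA1-driven firefly luciferase in MCF7 cells was the read-out, taken 15 min after substrate addition following 48 h compound exposure at 37 °C. Data were normalized to a 10 microM genistein control and DMSO vehicle.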
Rab9 prom act: activates the Rab9 promoter. 2.8% of 320,000 active. Huh7 Rab9 promoter-luciferase reporter, luminescence, 24 h. AID 485297. Potency, µM (titrated, usually from 9.22 µM), for the others: at the top dose activation, negative = inhibition, usual class: activators; further: % of control where 0% means no effect; nearly all actives have a fitted effect of over 60% in size
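Rab9 promoter-driven luciferase in stably transfected Huh7 cells; 1500 cells/well rested 2 h, exposed to compound in DMSO for 24 h at 37 °C, 5% CO2. Luminescence read 10 min after adding luciferase reagent at ambient temperature.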
* = called active by the depositor; ? = inconclusive; / = no result given; & = joins results of further samples; [ ] = dose if it differs, or a comment. Unless noted, the call rests on the fitted dose curve; in most records, active means well fitted curve in the direction sought with a large enough effect; inconclusive means small, poorly fitted or top-dose-only effect, or another doubt; inactive means no such curve, though single readings can be large; an effect the other way counts as inactive or inconclusive. Potency means the concentration at half of the fitted maximal effect.

Fields – ELG1 genotoxic, MBNL1 CUG block, FLuc counter, uPA surface inh, VP16 counter, NPC1 prom act, RORgamma inh, p53 reactivator, BRCA1 expr act, Rab9 prom act
O=C(O)CSc1cc(C(=O)c2ccccc2O)cn2c(=O)c3c(-c4ccccc4)csc3nc12
 : 0%, -3%, 15µM*, -5%, 5%, -4%, -19%, 3%, 14%, 1%
O=C(c1cc(-c2ccccc2O)on1)N1CCOCC1
 : 13µM*, -16%, 12µM*, 0%, 3%, ?, 5%, ?, ?, ?
COc1ccc(NC(=O)[C@H](C)NC(N)=O)cc1S(=O)(=O)Nc1cc(C)ccc1Br
 : -3%, -6%, -11%, 0%, -12%, -2%, 0%, -4%, -27%, 2%
Cc1ccc2[nH]c(=O)c3cc(C(=O)N(CCCOC(C)C)Cc4ccco4)sc3c2c1
 : -17%, 19%, -11%&3%, ?, 4%, -1%, 19%, -2%, -1%&-39%, -1%
Cn1ncc(Br)c1NC(=O)c1cc(Cl)cc(Cl)c1
 : 2%, -2%, -1%, 5%, 24%, -3%, 5%, 0%, -9%, -7%
O=C(NCc1ccccc1)c1nc[nH]c1C(=O)NCc1ccccc1
 : -11%, 0%, 3%, 1%, ?, -2%, -23%, -1%, -1%, -4%
CCN(CC)CCOC(=O)c1ccc(N/C=C(/C#N)c2nc(-c3ccc(OC)cc3)cs2)cc1
 : 4%, -5%, 2%, 1%, -20%, -1%, -31%, 0%, -2%, -4%
COc1ccc(CNC(=O)CCSCc2ccccc2Cl)c(OC)c1
 : 0%, -7%, 1%, 5%, -8%, 0%, 14%, -14%, -26%, -7%
COC(=O)c1ccc(OCc2nc(N)nc(N3CCOCC3)n2)cc1
 : 8%, -4%, ?, -2%, 1%, 2%, -44%, -7%, -6%, 10%
CCN1CCC(C(=O)NC2CCCC2)(N(Cc2cccs2)C(=O)Cn2nnc3ccccc32)CC1
 : 3%, -3%, 5%, /, -8%, 2%, 22%, ?, /, 6%
CCOc1ccc(N2CC(C(=O)NCCCc3ccccc3)CC2=O)cc1 (stereo not given)
 : -1%, /, 0%, -28%, /, -3%, /, 14%, 16%, -4%
CCCCn1c2nc3ccccc3nc2c2c(=O)n(CCC)cnc21
 : -5%, 11%, 5%, 6%, -1%, -2%, 3%, -8%, -18%, 1%
CN(CC(=O)N1CC=C(c2ccccc2)CC1)S(=O)(=O)c1ccc2c(c1)c(=O)n(C)c(=O)n2C
 : -1%, -11%, 2%, -13%, -7%, -1%, ?, -3%, -7%, -4%
CC1=NN(C(=O)c2ccc(C)o2)C(O)(c2ccccc2)C1 (stereo not given)
 : 1%, /, 1%, -1%, 6.3µM*, 0%, 3.2µM*, 10%, -6%, -3%
O=C(CCCn1c(=S)[nH]c2cc3c(cc2c1=O)OCO3)NC1CC1
 : 0%, -3%, 3%, 1%, 1%, 2%, 8%, 2%, -26%, -4%
COCCn1nnnc1C(c1ccccc1OC)N1CCN(C(=O)c2ccco2)CC1 (stereo not given)
 : 0%, 0%, -3%, 6%, 1%, -6%, 14%, 3%, -1%, 0%
NC(=O)C1(N2CCCCC2)CCN(C(=O)c2cccn3c(=O)c4cc(Cl)ccc4nc23)CC1
 : 1%, ?, 0%, 1%, -12%, 0%, -1%, -11%, -30%, -4%
CCc1ccc(/C=N/NC(=O)c2cc(-c3ccncc3)nc3ccccc23)s1
 : -2%, 14%, ?, -23%, 5.6µM*, -20%, 2µM*, 8%, -75%, -21%
CCOC(=O)CN1C(=O)C(=O)N(Cc2c(C)cc(C)cc2C)C1=O
 : 3%, 18%, 3%, 4%, 3%, -3%, 10%, 4%, -26%, 5%
Cc1ccc(-n2c(=O)c3cc4c(=O)n(-c5ccc(C)c(C)c5)c(=O)c4c(C(=O)c4ccc(C(=O)O)cc4)c3c2=O)cc1C
 : 1%, 24%, -3%, ?, -2%, 0%, 6%, 2%, 5%, -1%
COc1ccc(C(=O)OCC(=O)NC(=O)CCSc2ccccc2)cc1
 : 1%, ?, -10%, -4%, -21%, 10%, 32%, ?, -7%, 8%
Cc1nnc(N/N=C\c2ccc(-c3ccccc3[N+](=O)[O-])o2)n1N
 : 5%, ?, ?, -13%, ?, 13%, ?, -25%, -67%, 6%
CCSc1ccc2c(c1)N(CCCN1CCN(C)CC1)c1ccccc1S2
 : -33%[inhibitor], /, 4%, -14%, 1%[17 µM], -5%, 8%[2.98 µM], -8%, 3%, -1%
COc1cccc(-n2nc(-c3ccnn3-c3ccccc3)c(=O)n(C)c2=O)c1
 : -2%, ?, 0%, 3%, 0%, -4%, -26%, 0%, -7%, -7%
CC(C)CC1NC(C(=O)O)Cc2c1[nH]c1ccccc21 (stereo not given)
 : -2%, -1%, 1%, -3%, /, -3%, /, /, -28%, 1%
Cc1c(OC(C)C(=O)N[C@H](C(=O)O)c2ccccc2)ccc2c3c(c(=O)oc12)CCCC3 (stereo not given in full)
 : -4%, 0%, -6%, -1%, 4%, -10%, 7%, 11%, -7%, -10%
Cc1c(C(=O)OC(C)C(=O)N(C)Cc2ccccc2)oc2ccccc12 (stereo not given)
 : -2%, /, /, 10%, /, /, /, 3%, 1%, /
CCN(CC(=O)Nc1ccccc1C(F)(F)F)C(=O)c1cc2c(s1)CCCCC2
 : -13%, /, -8%, -1%, /, 0%, /, 2%, -35%, -8%
O=C(Cc1ccc(O)cc1)NC1CCCCCC1
 : ?, 6%, ?, -2%, 5%, ?, 4%, ?, 3.5µM*, ?
CC(C)CNc1nc(N)c([N+](=O)[O-])c(N2CCCCCC2)n1
 : -9%, -3%, 0%, -8%, ?, -1%, -1%, 14%, -39%, -1%
O=C(NCc1ccc(F)cc1)C1CCC(CNc2c(N3CCOCC3)c(=O)c2=O)CC1 (stereo not given)
 : 0%, -8%, 3%, 8%, -7%, 0%, 1%, 1%, -5%, 0%
CCOC(=O)CNC(=O)CSc1nnc(-c2ccccc2)n1Cc1ccco1
 : 1%, -1%, 5%, 0%, ?, -2%, ?, 4%, -27%, 3%
CC(=O)Nc1ccc(C2=NNC(=Nc3ccc(S(=O)(=O)N4CCOCC4)cc3)SC2)cc1
 : -2%, 3%, ?, -5%, 10%, 1%, 22%, 3%, 3%, -1%
COc1ccc(Cl)cc1NC(=S)NCc1ccc(S(N)(=O)=O)cc1
 : -1%, 6%, 0%, 5%, -3%, -2%, 30%, -11%, -4%, -4%
O=C1c2ccccc2C(=O)N1CC1=NCCc2ccccc21
 : 1%, -15%, ?, -4%, -3%, 1%, 0%, 20%, -32%, 0%
O=c1c2cc(N3CCOCC3)ccc2[nH]c(=S)n1CC1CCCO1 (stereo not given)
 : -1%, 11%, -15%, /, ?, -3%, ?, 5%, 14%, -4%
CCn1c(SCC(=O)N2CCN(c3ccc(Cl)cc3)CC2)nc2ccccc2c1=O
 : -6%, -5%, -4%, 0%, 6%, -3%, 10%, -6%, 4%&-18%, -3%
CCCCC(=O)Nc1cnc(NC(=O)c2ccco2)cc1C
 : ?, -10%, ?, 2%, ?, ?, 7%, 30%, 11µM*, ?
CCOCCc1nnc(NC(=O)CCS(=O)(=O)c2ccccc2)s1
 : -4%, -6%, 2%, -12%, 1%, -3%, 3%, -27%, -50%, 3%
O=C(NC1CCCCC1)C1CN(S(=O)(=O)c2ccccc2)CCN1S(=O)(=O)c1ccccc1 (stereo not given)
 : -6%, 13%, -5%, /, 2%, -5%, 16%, -1%, -25%, 10%
CC1Oc2ccccc2C=C1/C=N/NC(=O)c1ccncc1 (stereo not given)
 : 0%, ?, 17µM*, -4%, -6%, 0%, 0%, -2%, -36%, -2%
CC1(C)CC(=O)C=C(c2ccc3ccccc3c2)C1
 : 1%, /, ?, 13%, /, 11%, /, 2%, 61%, 0%
Cc1cc(=O)oc2cc(OCC(=O)OCC(=O)Nc3ccccc3C(C)C)ccc12
 : 1%, -13%, -1%, 1%, 3%, -2%, -1%, 9%, -23%, -1%
CSc1nccc(N2CCN(c3ccc(F)cc3)CC2)n1
 : 11%, /, -17%, -2%, 13µM*, -2%, ?, -7%, 1%, -4%
CCn1ncc([C@@H]2C[C@H]3CN(Cc4cccc(Cl)c4)C(=O)[C@]34CCCN24)c1C
 : 0%, -1%, 3%, -2%, -8%, -2%, -10%, 1%, -10%, -15%
CCc1c(C)nc(SCC(=O)Nc2c(C)n(C)n(-c3ccccc3)c2=O)[nH]c1=O
 : 3%, -7%, 5%, /, -8%, -4%, -13%, 0%, 6%, 0%
O=C(c1ccccc1)C1CCN(CC(=O)N2CCN(c3ccccc3)CC2)CC1
 : 0%, 7%, -1%, 5%, 4%, -1%, 4%, 7%, 4%, -5%
O=C1c2ccccc2C(=O)N1Cc1cnc(N2CCN(c3ccccc3)CC2)s1
 : -9%, 3%, 1%, -9%, 1%, -22%, -1%, -2%, -19%, -21%
Nn1c(SCC(=O)Nc2ccc(N3CCOCC3)cc2)nnc1C1CC1
 : 6%, /, /, -25%, /, /, /, ?, 16%, /
CC(C)(C)c1csc(NC(=O)c2ccc3nccnc3c2)n1
 : 8%, ?, 8.5µM*, -2%, -13%, 2.5µM*, 45%, ?, 74%, 3.5µM*
Cc1cc(OCC(=O)O/N=C(\N)c2ccccc2)ccc1Cl
 : 13%, /, ?, 0%, -7%, 3%, ?, ?, 52%, 3%
COC(=O)CCn1[nH]c(=O)c2ccccc2c1=O
 : -3%, /, -1%, 5%, 0%, 1%, 19%, 7%, 1%, -8%
COC(=O)c1c(-c2ccc(S(C)(=O)=O)cc2)sc2cc(OC)ccc12
 : 15%, /, /, ?, /, /, /, ?, 6.3µM*, /
